HT1080 viability – cytotoxicity in HT1080 fibrosarcoma cells, cell-based, fluorescence readout (AID 620) | HT1080 viability, fluorescence; higher % means a stronger effect | one-dose cytotoxicity, % at 10 µM; EC50 in µM for titrated hits | 87,000 tested, 0.42% active; in the data active means cytotoxicity above about 50%;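 further: cells exposed to compound overnight then 4 h with Alamar Blue; 0% = vehicle DMSO and 100% = killing control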
Active calls of the source: *.

SMILES	HT1080 viability
COC(=O)c1ccc(C(NC(=O)OCc2ccccc2)/C(I)=C/[C@@H](C)C(=O)NCC2CC2)cc1 (stereo partly specified)	-21.8%
CCOc1ccc(C(=O)Nc2ccccc2N2CCOCC2)cc1	-10.9%
Cc1cccc(-n2ncc3c(NCCCN4CCCC4=O)ncnc32)c1	-17.3%
O=C(Nc1cccc(C(=O)N2CCN(Cc3ccccc3)CC2)c1)c1ccccc1	-1.5%
Cc1ccc(N(CC(=O)Nc2c(C)n(C)n(-c3ccccc3)c2=O)S(C)(=O)=O)cc1C	-10.7%
Cc1ccc(S(=O)(=O)N2CCCN(c3nc4cc(C)ccc4cc3C#N)CC2)cc1	0.2%
c1ccc(-n2cnc3cc(NCc4cccs4)ccc32)cc1	10.3%
CCOC(=O)CN(C(=O)CNC(=O)c1cccs1)C(C(=O)NC1CCCCC1)c1cccnc1 (stereo unspecified)	0.6%
O=C1CC(C(=O)O)C2(CCCC2)O1 (stereo unspecified)	-5.6%
O=S(Cc1cc(Sc2ccccc2)nc(-c2ccccc2)n1)c1ccccc1 (stereo unspecified)	-7.0%
N#Cc1cc2c(nc1SCc1ccccc1)CCCCC2	-14.6%
CC(=O)c1ccc(NCC(=O)N2CCN(c3ccccc3)CC2)cc1	-5.9%
COC(=O)c1ccc(C(NC(=O)OCc2ccccc2)/C(C)=C/[C@@H](C)C(=O)NCCN2CCOCC2)cc1 (stereo partly specified)	-27.6%
Cc1ccc(C(=O)NCCCN2CCOCC2)cc1	5.5%
CCN(CC)C(=O)c1cnn(-c2ccccc2)c1NC(=O)c1cccs1	11.7%
COC(=O)c1cc(S(=O)(=O)n2nc(C)c(Br)c2C)c(Cl)cc1Cl	-0.4%
CCCc1c(C)[nH]c2ccc(NC(C)=O)cc2c1=O	-2.9%
C=CC(=O)NC(C)(C)Cc1ccccc1	3.4%
COCCCNC(=O)c1ccc(Cn2c(=O)c3ccccc3n(Cc3cc(C)ccc3C)c2=O)cc1	-8.2%
COc1ccc(C(=S)N2CCCC2)cc1	-5.1%
CN1CCC(OC(=O)COc2ccccc2)CC1	-11.5%
Cc1cc2oc(=O)cc(CSc3nc(N)cc(N)n3)c2cc1C(C)C	-2.8%
CC(=O)c1c(N2CCCC2)[nH]c(-c2ccccc2)nc1=S	-12.3%
Cc1cc(C)nc(SCCS(=O)(=O)Cc2ccc(Cl)cc2)n1	-2.5%
Cc1ccc(CNC(=O)C2CCCN(S(=O)(=O)c3c(C)noc3C)C2)cc1 (stereo unspecified)	22.6%

A different layout for some results above:
SMILES: Cc1cc2oc(=O)cc(CSc3nc(N)cc(N)n3)c2cc1C(C)C
  HT1080 viability: -2.8%

SMILES: CC(=O)c1c(N2CCCC2)[nH]c(-c2ccccc2)nc1=S
  HT1080 viability: -12.3%

SMILES: Cc1cc(C)nc(SCCS(=O)(=O)Cc2ccc(Cl)cc2)n1
  HT1080 viability: -2.5%

SMILES: Cc1ccc(CNC(=O)C2CCCN(S(=O)(=O)c3c(C)noc3C)C2)cc1 (stereo unspecified)
  HT1080 viability: 22.6%

(more compounds)
SMILES	HT1080 viability
O=C(CSc1nnc(CCc2ccccc2)n1-c1ccc(Cl)cc1)NCc1ccccc1	-7.5%
CCSc1nnc(NC(=O)CSc2nc(C)cc(C)n2)s1	-17.8%
CCS(=O)(=O)Nc1ccc(C2=NN(S(=O)(=O)c3ccc(F)cc3)C(c3ccco3)C2)cc1 (stereo unspecified)	0.1%
Cc1ccc2c(c1)N(CC(=O)NCC1CCCO1)C(=O)C(C)O2 (stereo unspecified)	-5.5%
COc1cccc(N2CCN(C3C4CC5CC(C4)CC3C5)CC2)c1 (stereo unspecified)	2.5%
CC(C)(C)n1ncc(Oc2ccc(Oc3cnn(C(C)(C)C)c(=O)c3Cl)cc2)c(Cl)c1=O	-4.4%
O=C(NCc1ccc(Cl)cc1)c1cc(=O)nc2sc(-c3ccccc3)nn12	-14.9%
COC(=O)CNC(=O)C1(CC(C)C)C=CCN1C(C)=O (stereo unspecified)	-22.8%
CCC(C)Sc1nc2ccccc2n1CC(=O)O (stereo unspecified)	19.0%
O=C(NC1(C(F)(F)F)C(=O)Nc2c1c(=O)[nH]c(=O)n2Cc1ccccc1)c1ccc(Cl)cc1Cl (stereo unspecified)	6.4%
N#CCCCSc1nnc(Cc2ccc3c(c2)OCO3)o1	10.9%
CC(C)CC(OC(=O)c1nsc(Cl)c1Cl)C(=O)NCc1cccs1 (stereo unspecified)	-6.1%
COc1ccc(OC(C)C(=O)N2CCC(C)CC2)cc1 (stereo unspecified)	-15.0%
Oc1ccccc1CNc1ncc(Br)cc1Br	-6.2%
CC(C)(C)c1ccc(-c2nnc(SCCN3C(=O)c4ccccc4C3=O)o2)cc1	21.3%
C1CN(CC23CC4CC(CC(C4)C2)C3)CCO1	6.2%
COC(=O)[C@H](C)NC(=O)NC1CCN(Cc2ccccc2)CC1	-11.0%
Cc1ccc(C2NC(=S)NC3=C2N2CCC3CC2)cc1 (stereo unspecified)	-15.6%
CCOC(=O)C1CCN(Cc2ccc(F)c(F)c2)CC1	-5.5%
O=[N+]([O-])c1ccc(NC(=S)N/C(=N/CS(=O)(=O)c2ccccc2)c2ccccc2)cc1	-29.9%
Cc1ccccc1NC1=CC(=O)CC(C)(C)C1	2.9%
CCN(CC)c1nc(OCCNC(=O)Nc2ccccc2)nc(N(CC)CC)n1	-11.5%
CNC(=S)N/N=C1\C(=O)c2cccc3cccc1c23	-1.0%
COc1ccc(CN(C)C2CCCCC2)c(C)c1C	-17.6%
CCCNc1cc(C)oc(=O)c1C(=O)CCC	2.9%

(continued)
SMILES	HT1080 viability
Cc1cc(C)n2nc(C(=O)Nc3nnc(C4CC4)s3)nc2n1	-3.5%
C/C(Nc1ccc(Cl)cc1)=C(/C#N)C(N)=O	-6.0%
CCOC(=O)C(Sc1nn(C)c(=S)s1)C(C)=O (stereo unspecified)	-24.0%
NC(=S)N/N=C\c1ccc(-c2cccc(Cl)c2Cl)o1	-9.6%
Cc1noc(C)c1C(=O)OCC(=O)Nc1cc(Cl)ccc1Oc1ccccc1	30.4%
S=c1nn[nH]n1C12CC3CC(CC(C3)C1)C2	-11.6%
CCC(C)N(NC(C)=O)c1nc(Cl)nc(NC(C)(C)C)n1 (stereo unspecified)	-9.4%
O=C(CCc1ccccc1)NC(NC(=S)Nc1ccc(Br)cc1)C(Cl)(Cl)Cl (stereo unspecified)	-1.4%
COCCNC(=O)C1(C)C=CCN1C(C)=O (stereo unspecified)	-17.3%
O=C(O)CCCNS(=O)(=O)c1cccc2nsnc12	-7.3%
CCn1c(=O)cc(OCC(=O)NC(C)c2ccc3c(c2)OCCO3)c2ccccc21 (stereo unspecified)	6.7%
Cc1nc2nc3c(cn2n1)C(=O)CCC3	-5.2%
Cc1ccc(-c2noc(CN3CCCCC3)n2)cc1	12.9%
CCCC[C@@H]1C[C@H]1C(NC(=O)c1ccco1)c1ccc(Cl)cc1 (stereo partly specified)	-17.0%
CC1(C)Cc2c(sc3nc(-c4ccccc4Cl)n(N)c(=O)c23)CO1	-5.1%
CCC(C)(C(=O)NC1CCCCC1)N(C(=O)c1ccccn1)c1ccc(C)cc1 (stereo unspecified)	-9.2%
CC1Cc2ccccc2N1C(=O)C1CCCCN1S(=O)(=O)c1ccccc1 (stereo unspecified)	1.2%
Cc1nc2ccc(NC(=O)c3cccc(S(=O)(=O)N4CC(C)OC(C)C4)c3)cc2s1 (stereo unspecified)	-4.4%
O=c1[nH]c(N2CCN(c3ccccc3)CC2)nc2c1CCCC2	19.2%
CC1=CC(C)(C)N(C(=O)c2ccccc2)c2ccc(C)cc21	-8.8%
CC(=O)N(C(C)=O)C1=C(C#N)C2(CCCCC2)Cc2ccccc21	-1.7%
CCOC(=O)CN1C(=O)C(=O)c2cc(C)ccc21	-102.3%
CCOc1ccc(NS(=O)(=O)c2ccc3c(c2)CCN3C(=O)C2CCC2)cc1	-4.3%
CN(C)c1ccc(C(=O)OCc2ccccc2)cc1	-3.1%
Cc1cc(C(=O)OCCN2C(=O)c3ccccc3C2=O)c2ccccc2n1	-13.8%

Next entries follow.
molecule | HT1080 viability
CCCCCC1=C2CNC(C)(C(=O)OC)C=C2C(C)C1=O (stereo unspecified) | -9.4%
FC(F)Oc1ccccc1NC(=S)NCc1ccco1 | 6.1%
Cc1c(N2C(=O)c3ccc(F)cc3C2=O)c(=O)n(-c2ccccc2)n1C | 10.2%
CCC(=O)N1CCN(c2ccc(NC(=O)COc3ccccc3Cl)cc2)CC1 | -2.2%
CCC(NC(=O)C1CCC1)c1ccc(C)cc1 (stereo unspecified) | -9.7%
COc1ccc(S(=O)(=O)NC2CCCC2)c(Cl)c1Cl | -12.1%
S=C1N(c2ccccc2)C(c2ccc(Cl)cc2)N2CCCN12 (stereo unspecified) | -13.7%
Cc1cc(S(=O)(=O)NC2CCCCC2)ccc1OCC(=O)N1CCOCC1 | -1.7%
Cc1cccc(-c2nnc(SCc3ccc(C#N)cc3)n2Cc2ccco2)c1 | -14.4%
Fc1ccccc1/C=C1\CCCC2=C1Nc1ncnn1C2c1ccccc1F (stereo unspecified) | 20.2%

The results go on:
molecule | HT1080 viability
O=C1CCCc2c1sc1nc3n(c(=O)c21)CCCCC3 | -13.0%
S=c1[nH]nc(-c2cc3ccccc3o2)n1Cc1ccccc1 | 2.2%
COC(=O)[C@@]1(Cc2ccccc2)[C@@H]2C(=CC(=O)[C@H]2CC(=O)C(=O)N(C)C)CN1C(=O)c1ccccc1 | -25.5%
COCCOC(=O)c1c(C)nc(SCC(=O)Nc2cccc3ccccc23)c(C#N)c1-c1ccco1 | -10.1%
CC(=O)C1=C(O)C(=O)N(CCCO)C1c1ccccc1 (stereo unspecified) | 10.8%
CC(C)CCNC(=O)CNC(=O)c1cccs1 | 19.9%
CC(C)c1ccc(/C=C2\CC/C(=C\C=N\N(C)C)C2=O)cc1 | 11.9%
CC(=O)NNc1ccc(C(F)(F)F)cc1[N+](=O)[O-] | -5.4%
COC(=O)C1C(=O)NCC1c1ccc(C)cc1 (stereo unspecified) | -9.1%
CCOc1ccc(CC(=O)Nc2c(C(=O)Nc3ccccc3)oc3ccccc23)cc1OCC | -12.7%

By substructure, those above with a thiophene ring, fused or not.
molecule | HT1080 viability
c1ccc(-n2cnc3cc(NCc4cccs4)ccc32)cc1 | 10.3%
CCOC(=O)CN(C(=O)CNC(=O)c1cccs1)C(C(=O)NC1CCCCC1)c1cccnc1 (stereo unspecified) | 0.6%
CCN(CC)C(=O)c1cnn(-c2ccccc2)c1NC(=O)c1cccs1 | 11.7%
CC(C)CC(OC(=O)c1nsc(Cl)c1Cl)C(=O)NCc1cccs1 (stereo unspecified) | -6.1%
CC1(C)Cc2c(sc3nc(-c4ccccc4Cl)n(N)c(=O)c23)CO1 | -5.1%
O=C1CCCc2c1sc1nc3n(c(=O)c21)CCCCC3 | -13.0%
CC(C)CCNC(=O)CNC(=O)c1cccs1 | 19.9%

Later entries:
molecule | HT1080 viability
CCOC(=O)C1CCN(C(=O)CN(c2ccc3c(c2)OCCO3)S(C)(=O)=O)CC1 | 15.7%
COc1ccccc1CNC(=O)C(C)NS(=O)(=O)c1ccc(Br)cc1 (stereo unspecified) | -0.1%
O=C1NC(c2ccc(Br)cc2)Nc2sc3c(c21)CCC3 (stereo unspecified) | 1.1%
CCc1c(C)nc(N)n2c(SCC(=O)Nc3ccccc3)nnc12 | -2.4%
CCCCCC(C)n1[nH]c(=O)cc1N (stereo unspecified) | -8.3%
COc1ccc(NC(=O)/C(C#N)=C\c2cc(C)n(-c3ccc(Oc4ccc([N+](=O)[O-])cn4)cc3)c2C)cc1 | -3.6%
C[C@@H](C(=O)Nc1ccc2ccccc2c1)[C@H]1C[C@]1(C)[C@H](NP(=O)(c1ccccc1)c1ccccc1)c1ccccc1 | 7.1%
COc1cc(/C=N/N=C(/N)c2nonc2N)cc(Br)c1OCc1cccc(C)c1 | -5.4%
Cn1c(Oc2ccc3c(c2)OCO3)nc2c1c(=O)n(Cc1ccccc1)c(=O)n2C | -6.9%
CCCN1Cc2cccc(C(=O)NCc3ccccc3OC)c2C1=O | 24.6%

The results go on.
molecule | HT1080 viability
COc1ccc(Nc2nc(C)cc(=O)[nH]2)cc1 | 8.3%
CCc1c(C(=O)N/N=C/c2ccc(C)o2)csc1C | 3.7%
CCCCNC(=O)C(c1ccc(OCC(=O)OC)c(C(=O)OC)c1)N(CCC1=CCCCC1)C(=O)CCCCCN1C(=O)NC(c2ccc(-c3ccccc3)cc2)C(C(=O)OCc2ccccc2)=C1C (stereo unspecified) | -2.7%
Cc1onc(-c2ccccc2Cl)c1-c1nc(-c2ccncc2)no1 | 5.5%
O=C(CSc1nnc(-c2ccc(Cl)cc2Cl)n1C1CCCCC1)N1CCCC1 | -9.0%
CCn1c(=O)[nH]c2ccccc2c1=O | -8.0%
Cc1ccc(NC2=NCCCCC2)cc1C | -6.0%
CCOc1ccc(C(=O)N(Cc2ccc(OC)cc2)Cc2cc3cc(OC)ccc3[nH]c2=O)cc1 | 30.2%
COc1cc(S(=O)(=O)NCC2OCCc3ccccc32)ccc1-n1cnnn1 (stereo unspecified) | -0.6%
O=C(CCc1ccccc1)NCc1cccnc1 | -7.8%

(next part)
molecule | HT1080 viability
CC(C)(C)c1ccc(OC(=O)c2cccnc2)cc1 | 1.4%
CN(C)c1ccc(N/C=C/C(=O)C(C)(C)C)cc1 | -1.7%
O=c1cc2c(nn1Cc1ccc(Cl)cc1)-c1ccccc1CC2 | -4.8%
O=C(CCNS(=O)(=O)c1cccs1)NCc1ccccc1 | -5.8%
CCn1nnnc1SCC(=O)Nc1nc2ccc(OC)cc2s1 | -0.7%
COc1ccc(NC(=O)Nc2ccc(Br)cn2)cc1OC | 3.1%
COc1ccc(C2(NC(C)=O)CCN(C(=O)c3cccs3)CC2)cc1 | 5.1%
CNC(=O)c1cc(Nc2nnc(C)c3ccccc23)ccc1OC | 6.6%
Cc1nc2c(C(=O)N3CCCC3)cnn2c(C)c1Cc1c(F)cccc1Cl | 4.7%

High-throughput results (PubChem BioAssay)

Not all compounds are listed, so the mix of outcomes need not match the whole.
